CASP6 VEID inh: caspase-6 (human) enzyme inhibition. purified caspase-6, Z-VEID-R110 cleavage fluorescence. inhibition, % at 12.5 µM. 350,000 compounds, 0.53% hits;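 active = mean inhibition across replicates at least about 35%, with every replicate also reaching that limit, limit read from the data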;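 note: 0% = median of neutral control wells and 100% = no fluorescence left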
Target sequence (P55212 24-179 limits assumed): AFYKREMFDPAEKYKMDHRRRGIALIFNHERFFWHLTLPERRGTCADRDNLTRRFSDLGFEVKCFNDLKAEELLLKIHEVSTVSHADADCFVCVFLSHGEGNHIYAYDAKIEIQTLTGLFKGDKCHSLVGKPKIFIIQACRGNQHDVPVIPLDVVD
Target sequence (P55212 194-293 limits assumed): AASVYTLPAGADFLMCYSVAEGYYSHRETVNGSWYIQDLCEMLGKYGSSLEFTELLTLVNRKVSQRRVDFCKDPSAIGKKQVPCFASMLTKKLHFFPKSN
esBAF inh: blocks esBAF chromatin remodeling in mouse ES cells; Bmi1-luciferase knock-in reporter, 24 h; 100% = twice the neutral-well signal; reporter increase, % at 12.5 µM; 350,000 compounds, 2% hits; AID 602393; in the data active = activation above about 40%;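 note: 0% = median of the plate's neutral control wells and 100% = double that signal; a rise in the Bmi1 reporter signal indicates esBAF inhibition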
S100A4 MyoIIA: S100A4-myosin IIA interaction inhibition | P26447 | S100A4/TAMRA-MyoIIA peptide fluorescence polarization | inhibition, % at 10.7 µM | 360,000 compounds, 0.14% hits;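 active = mean inhibition of at least 70% across replicates, with every replicate also reaching that level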
Target sequence (P26447 whole entry, looked up): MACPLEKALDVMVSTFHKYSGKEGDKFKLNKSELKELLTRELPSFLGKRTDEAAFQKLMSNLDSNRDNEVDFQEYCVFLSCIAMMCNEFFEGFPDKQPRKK
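Material: human S100A4 monomer with TAMRA-labelled myosin IIA peptide; buffer or medium: HEPES pH 7.2 with CaCl2, KCl, NaCl, DTT, Triton; compound dosing: one concentration per compound; schedule: 5 min incubation before reading; benchmarks: neutral control DMSO, positive control TFP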
Statin myotox sup: protects C2C12 myotubes from simvastatin toxicity | ATP luminescence, 48 h; scaled: DMSO 0, geranylgeraniol control 100 | rescue of ATP level, % at 7.49 µM | 330,000 compounds, 0.78% hits;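 active = mean ATP rescue above about 67%, or every replicate alone reaching that limit, limit read from the data, passing the limit was not always enough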;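 note: myotubes were challenged with 10 µM simvastatin during compound exposure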
FN deposition inh: fibronectin deposition inhibition | AH1F fibroblasts, Alexa488-fibronectin deposition fluorescence, overnight | inhibition, % at 12.6 µM | AID 743247 | 350,000 compounds, 0.086% hits;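 active = mean inhibition across replicates of 30% or more, regardless of how many single replicates reach that level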;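 note: positive control wells lacked labelled fibronectin entirely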
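Material: AH1F fibroblast monolayer depositing Alexa488-labelled fibronectin into matrix / Amount: 10000 AH1F cells per well / Signal: fluorescence 485/525 nm / Medium: DMEM, 2% serum / Compound: single dose, pinned / Incubation: 1 h cell adhesion before compound, then overnight fibronectin incubation / Reagent: Alexa488-FN, 24 nM final / Read-out: inhibition of fibronectin deposition signal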
LGR2 antag: blocks bursicon-induced cAMP signaling via Drosophila LGR2. 380,000 compounds, 0.35% hits. HEK293 LGR2, CRE-luciferase, bursicon-stimulated, 4 h. inhibition, % at 9.99 µM. AID 720647;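 active = drop in luminescence signal, shown as inhibition above about 50% in the replicate tests, limit read from the data, passing the limit was not always enough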;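 note: agonist challenge used bursicon conditioned medium at about half maximal strength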
SIRT5 block: sirtuin-5 (human) deacylase inhibition; Purified SirT5, succinyl-peptide AMC, trypsin-coupled fluorescence; inhibition, % at 15 µM; 330,000 compounds, 1.1% hits; in the data active = inhibition above about 15%
Target sequence (Q9NXA8 whole entry, looked up): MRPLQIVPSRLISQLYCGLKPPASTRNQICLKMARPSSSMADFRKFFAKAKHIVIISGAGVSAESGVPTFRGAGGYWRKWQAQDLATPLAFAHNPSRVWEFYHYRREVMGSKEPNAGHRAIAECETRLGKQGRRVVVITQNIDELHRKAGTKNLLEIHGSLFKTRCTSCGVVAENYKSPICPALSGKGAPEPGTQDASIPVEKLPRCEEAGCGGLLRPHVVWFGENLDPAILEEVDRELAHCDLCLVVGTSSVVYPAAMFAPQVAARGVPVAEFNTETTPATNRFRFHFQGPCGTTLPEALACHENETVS
Starred values were filed as active, the others as inactive; . = not tested or not shown; & = joins results of further samples. A portion of the library; count on the stated rates, not on these rows.

SMILES	CASP6 VEID inh	esBAF inh	S100A4 MyoIIA	Statin myotox sup	FN deposition inh	LGR2 antag	SIRT5 block
COc1ccc(S(=O)(=O)N2CCCOC2CNC(=O)C(=O)NCCCN2CCOCC2)cc1C (configuration not stated)	-9	-3	1	-21	2	7	1
Nc1nc(N)c(Br)c(Nc2ccc(Cl)c(Cl)c2)n1	1	31	-2	-9	-4	-40	1
CCOc1ccccc1OCCCC(=O)Nc1sccc1C(N)=O	-1	6	0	5	-3	14	-1
COCC(=O)N(C)C[C@H]1Oc2ncc(-c3ccc(C#N)cc3)cc2C(=O)N([C@@H](C)CO)C[C@H]1C	-5	-13	8	24	-2	-19	-3
Cc1nnc(NC(=O)CCC(=O)N2CCN(S(=O)(=O)c3cc([N+](=O)[O-])ccc3C)CC2)s1	-3	2	0	-5	.	5	.
C[C@@H]1CN([C@H](C)CO)C(=O)c2cc(NC(=O)c3ccccc3)ccc2O[C@@H](C)CCCCO[C@@H]1CN(C)C(=O)C1CCCCC1	0	-1	-22	.	.	18	-5
Fc1ccc(-c2csc3ncnc(Nc4ccc(N5CCOCC5)cc4)c23)cc1	.	0	.	-6	.	0	.
NC(=O)Nc1ccc(C(=O)OCC(=O)NCc2ccc3c(c2)OCO3)cc1	0	-9	-2	-1	11	16	-2
COc1ccc(CNc2cccc3[nH]c(C(F)(F)F)nc23)cc1OC	-1	-12	2	5	-4	-7	-2
CCOC(=O)C1(Cc2cccc(OC)c2)CCN(Cc2cc(OC)ccc2OC)CC1	-4	.	1	.	-1	-9	.
Cc1cc(C)nc(N2CCCC(C(=O)NCc3ccccc3)C2)n1 (configuration not stated)	.	6	.	7	-7	.	.
Cc1ccccc1C(=O)Nc1ccc(N2CCCCCC2)cc1	2	27	3	-9	-2	-19	3
COC(=O)[C@@H]1[C@@H](CO)[C@@H]2Cn3c(ccc(-c4cccc(C(=O)N(C)C)c4)c3=O)[C@@H]2N1CC1CC1	2	3	12	-10	.	19	2
CCN1C(=O)CSc2ccc(C(=O)NCc3ccccc3OC)cc21	-2	0	-8	23	.	6	-2
COc1cccc(CC(=O)Nc2nc3c(s2)C(=O)CC(C)(C)C3)c1	3	0	-1	6	4	-17	-2
C=CCc1cc(Cl)ccc1OCCOCCNCCOC	0	0	0	-8	3	-7	-1
C[C@H]1CCCCO[C@H](CN(C)S(=O)(=O)c2cn(C)cn2)[C@@H](C)CN([C@@H](C)CO)C(=O)c2cc(NC(=O)c3ccccc3)ccc2O1	1	1	6	.	2	0	-4
C[C@@H]1CCCCO[C@@H](CN(C)Cc2ccc(C(=O)Nc3ccccc3N)cc2)[C@@H](C)CN([C@H](C)CO)C(=O)c2cc(NS(=O)(=O)c3ccccc3)ccc2O1	1	.	-3	.	-4	5	7
CC(CCn1cccn1)NC(=O)c1cc(COc2ccc(F)cc2Cl)on1 (configuration not stated)	-1	-1	-2	2	-4	4	-9
C[C@@H]1CN([C@H](C)CO)C(=O)c2c(c3ccccc3n2C)-c2ccccc2CO[C@@H]1CN(C)S(=O)(=O)c1ccsc1	-1	-4	3	37	0	10	2
CNC(=S)N(Cc1cccs1)Cc1cc2ccc(OC)cc2[nH]c1=O	4	.	0	.	1	-2	-2
O=c1c2ccccc2nc2n1C(CBr)CS2 (configuration not stated)	4	.	-2	.	-2	-10	2
CN(C)CC#Cc1ccc([C@H]2[C@H](CO)N3C(=O)CN(C(=O)c4ccc(F)cc4)C[C@@H]23)cc1	-3	.	25	.	.	-8	5
C[C@@H]1CN([C@H](C)CO)C(=O)c2cc(C#CCN(C)C)cnc2O[C@@H]1CN(C)Cc1cccc(C(=O)O)c1	.	-3	10	5	.	2	-9
CNC[C@@H]1OCCCC[C@@H](C)Oc2ccc(NC(=O)Nc3c(C)noc3C)cc2C(=O)N([C@H](C)CO)C[C@@H]1C	-3	-3	1	13	.	6	-2

Additional compounds
SMILES	CASP6 VEID inh	esBAF inh	S100A4 MyoIIA	Statin myotox sup	FN deposition inh	LGR2 antag	SIRT5 block
C[C@H]1CCCCO[C@@H](CN(C)S(=O)(=O)c2cccs2)[C@@H](C)CN([C@@H](C)CO)C(=O)c2cc(N(C)C)ccc2O1	.	-6	.	-22	.	-11	.
C[C@H]1CN([C@@H](C)CO)C(=O)c2cccc(NC(=O)Nc3cccc4ccccc34)c2O[C@@H]1CN(C)S(=O)(=O)c1cn(C)cn1	5	0	-3	-30	3	-25	1
C[C@@H]1CN([C@@H](C)CO)S(=O)(=O)c2ccc(-c3ccccc3)cc2O[C@H]1CN(C)CC1CCCC1	0	-6	-2	-38	.	-1	-1
CC(C)(C)NC(=O)/C(=C/c1ccccc1F)NC(=O)c1ccc([N+](=O)[O-])cc1	.	5	2	2	4	-11	1
COc1ccccc1CN1CN(S(=O)(=O)c2ccccc2)c2nc3ccccc3nc21	-1	.	0	.	4	7	0
CCOC(=O)N1CCN(C2=C(NS(=O)(=O)c3ccc(NC(C)=O)cc3)C(=O)c3ccccc3C2=O)CC1	19	0	-10	24	2	10	2
Cc1noc(C)c1NC(=O)N(C)C[C@H]1Oc2ccc(NS(=O)(=O)c3c(C)noc3C)cc2CC(=O)N([C@@H](C)CO)C[C@@H]1C	1	-4	26	-26	-3	-8	-4
CC(=O)/C=C(\C)N=Nc1c(O)[nH]c2ccccc12	2	.	-1	.	0	-28	1
CO[C@@H]1CN(C)C(=O)c2ccc(NC(=O)Nc3cc(F)ccc3F)cc2OC[C@H](C)N(C)C[C@H]1C	-24	1	-2	-15	-11	-3	5
CCCCCCCCN1C(=O)[C@H](CC(=O)NCc2ccc(OC)c(OC)c2)C[C@@]2(C(=O)OC)CCCCC=C12	2	.	-3	.	-6	2	-2
CC(=O)Nc1ccc(/C=N/NC(=O)CC2CCCCC2)cc1	-6	6	4	-9	0	-22	1
O=S(=O)(Cc1ccccc1)N1CCCCN2[C@H](CO)[C@H](c3ccc(-c4ccccc4)cc3)[C@H]2C1	.	.	2	.	.	8	-1
COc1ccc(/C=N/NC(=O)c2cc(Br)ccc2O)cc1Cn1cc(Cl)cn1	1	.	-2	.	5	-13	0
O=C(Cc1ccc([N+](=O)[O-])cc1)c1c(O)cc(O)cc1O	41*	11	-11	9	-7	-9	0
Cc1ccccc1-n1c(SCC(=O)N(C)C2CCS(=O)(=O)C2)nnc1-c1ccncc1 (configuration not stated)	-2	-9	2	4	-5	3	1
CCOc1ccccc1NC(=O)CSc1nnc(-c2ccco2)o1	2	-5	-5	18	.	4	.
Cc1cc(NCCCn2ccnc2)n2nc(-c3ccc(Cl)cc3)cc2n1	-20	.	6	.	4	.	-2
Cc1ccc(S(=O)(=O)Nc2ccc3c(c2)CC(=O)N([C@@H](C)CO)C[C@@H](C)[C@H](CN(C)Cc2ccc(-c4ccccc4)cc2)O3)cc1	-1	2	-3	103*	.	.	10
CC1(C(=O)N2CCN(C(=O)c3ccco3)CC2)CCN1Cc1ccccc1OC(F)F (configuration not stated)	-6	-8	1	16	15	9	0
O=C(O)CCCCCNC(=O)c1ccncc1	2	-4	10	3	-6	8	0
CCCC(=O)Nc1nnc(-c2ccc3c(c2)OCCO3)o1	1	.	-4	.	1	-18	-7
O=C(C[C@@H]1C[C@@H]2c3cc(NC(=O)Nc4ccc(F)cc4)ccc3O[C@@H]2[C@H](CO)O1)NC1CCCC1	-2	2	1	-4	-1	8	5
O=C(c1ccc(F)cc1)N1CC(=O)N2[C@H](CO)[C@@H](c3ccc(C#CC4CCCC4)cc3)[C@H]2C1	-1	.	-10	.	2	-3	4
Cc1ccc(C(=O)NCCn2ccc3ccccc32)cc1[N+](=O)[O-]	-1	.	-4	.	.	-29	-9
CC(C)NC(=O)N1CC[C@H]2[C@@H]1c1cc(C#Cc3cccnc3)ccc1N(C)[C@H]2CO	.	-1	.	-7	-8	-27	.

For convenience, part of the list above:
SMILES	CASP6 VEID inh	esBAF inh	S100A4 MyoIIA	Statin myotox sup	FN deposition inh	LGR2 antag	SIRT5 block
C[C@H]1CCCCO[C@@H](CN(C)S(=O)(=O)c2cccs2)[C@@H](C)CN([C@@H](C)CO)C(=O)c2cc(N(C)C)ccc2O1	.	-6	.	-22	.	-11	.
C[C@H]1CN([C@@H](C)CO)C(=O)c2cccc(NC(=O)Nc3cccc4ccccc34)c2O[C@@H]1CN(C)S(=O)(=O)c1cn(C)cn1	5	0	-3	-30	3	-25	1
C[C@@H]1CN([C@@H](C)CO)S(=O)(=O)c2ccc(-c3ccccc3)cc2O[C@H]1CN(C)CC1CCCC1	0	-6	-2	-38	.	-1	-1
CC(C)(C)NC(=O)/C(=C/c1ccccc1F)NC(=O)c1ccc([N+](=O)[O-])cc1	.	5	2	2	4	-11	1
COc1ccccc1CN1CN(S(=O)(=O)c2ccccc2)c2nc3ccccc3nc21	-1	.	0	.	4	7	0
CCOC(=O)N1CCN(C2=C(NS(=O)(=O)c3ccc(NC(C)=O)cc3)C(=O)c3ccccc3C2=O)CC1	19	0	-10	24	2	10	2
Cc1noc(C)c1NC(=O)N(C)C[C@H]1Oc2ccc(NS(=O)(=O)c3c(C)noc3C)cc2CC(=O)N([C@@H](C)CO)C[C@@H]1C	1	-4	26	-26	-3	-8	-4
CC(=O)/C=C(\C)N=Nc1c(O)[nH]c2ccccc12	2	.	-1	.	0	-28	1
CO[C@@H]1CN(C)C(=O)c2ccc(NC(=O)Nc3cc(F)ccc3F)cc2OC[C@H](C)N(C)C[C@H]1C	-24	1	-2	-15	-11	-3	5
CCCCCCCCN1C(=O)[C@H](CC(=O)NCc2ccc(OC)c(OC)c2)C[C@@]2(C(=O)OC)CCCCC=C12	2	.	-3	.	-6	2	-2
CC(=O)Nc1ccc(/C=N/NC(=O)CC2CCCCC2)cc1	-6	6	4	-9	0	-22	1
O=S(=O)(Cc1ccccc1)N1CCCCN2[C@H](CO)[C@H](c3ccc(-c4ccccc4)cc3)[C@H]2C1	.	.	2	.	.	8	-1
COc1ccc(/C=N/NC(=O)c2cc(Br)ccc2O)cc1Cn1cc(Cl)cn1	1	.	-2	.	5	-13	0
O=C(Cc1ccc([N+](=O)[O-])cc1)c1c(O)cc(O)cc1O	41*	11	-11	9	-7	-9	0
Cc1ccccc1-n1c(SCC(=O)N(C)C2CCS(=O)(=O)C2)nnc1-c1ccncc1 (configuration not stated)	-2	-9	2	4	-5	3	1
CCOc1ccccc1NC(=O)CSc1nnc(-c2ccco2)o1	2	-5	-5	18	.	4	.
Cc1cc(NCCCn2ccnc2)n2nc(-c3ccc(Cl)cc3)cc2n1	-20	.	6	.	4	.	-2

Further structures:
SMILES	CASP6 VEID inh	esBAF inh	S100A4 MyoIIA	Statin myotox sup	FN deposition inh	LGR2 antag	SIRT5 block
COc1ccccc1CN(C)C[C@@H]1OCc2cnnn2CCCC(=O)N([C@@H](C)CO)C[C@H]1C	-8&0	0&-5&-1	1&10	-2&10&0	-8&-12	-15&1	2&1
CC(C)(C)N(Cc1ccccc1)C(=O)CN1C(=O)c2ccccc2C1=O	-2	46*	10	10	-5	-35	5
COC(=O)C(NC(C)=O)(Nc1cc(C)ccn1)C(F)(F)F (configuration not stated)	-3	-3	1	7	4	11	-3
Cn1c(S(=O)(=O)O)nc2ccccc21	5	.	7	.	-1	0	-3
CCOC(=O)CCC(NC(=O)CCCC(=O)NC(CCC(=O)OCC)C(=O)OCC)C(=O)OCC (configuration not stated)	18	.	16	.	16	.	2
COc1ccc(Nc2nc(N)nc(CN3CCC(C)CC3)n2)cc1	-6	4	-1	2	-6	5	-1
COCC(=O)Nc1ccc2c(c1)C(=O)N(C)[C@H]1CC[C@@H](CC(=O)NCc3ccc(OC)cc3)O[C@H]1CO2	.	-1	.	5	2	5	.
O=C(CSc1nnnn1C1CCCC1)NCc1ccccc1	.	-5	.	11	-1	.	.
CC(c1nnc(SCC(=O)Nc2cccnc2Cl)n1Cc1ccccc1)N(C)C (configuration not stated)	-1	.	-13	.	15	3	0

Screening data deposited in PubChem by Broad Institute.
